CXCR6 block – blocks human CXCR6 beta-arrestin recruitment | CHO-K1 PathHunter CXCR6 beta-arrestin, luminescence | inhibition, % at 20 µM | 360,000 tested, 0.36% active | AID 602244; in the data active means inhibition above about 34%, passing the limit was not always enough;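 further: antagonist mode with CXCL16 agonist at 10 nM final; 0% = 10 nM CXCL16 with DMSO and 100% = unstimulated wells without agonist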
697 NFkB inh – lowers PMA/ionomycin-induced NF-kB signal in 697 B cells; 697 B-cell NF-kB luciferase reporter, 16 h; inhibition, % at 4 µM; 330,000 tested, 0.33% active; in the data active means inhibition above about 35%
EBI2 antag – antagonists of human EBI2 receptor | EBI2 beta-arrestin recruitment, luminescence, 7a,25-OHC stimulated | AID 651636 | 360,000 tested, 0.81% active | P32249 | inhibition, % at 5 µM; in the data active means inhibition above about 38%;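 further: enzyme fragment complementation signal reports receptor beta-arrestin coupling in cells; 0% = agonist plus DMSO wells and 100% = wells without agonist; some results beyond the cut were filed as inactive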
Target sequence (P32249 whole entry, looked up, the tested form may be a part): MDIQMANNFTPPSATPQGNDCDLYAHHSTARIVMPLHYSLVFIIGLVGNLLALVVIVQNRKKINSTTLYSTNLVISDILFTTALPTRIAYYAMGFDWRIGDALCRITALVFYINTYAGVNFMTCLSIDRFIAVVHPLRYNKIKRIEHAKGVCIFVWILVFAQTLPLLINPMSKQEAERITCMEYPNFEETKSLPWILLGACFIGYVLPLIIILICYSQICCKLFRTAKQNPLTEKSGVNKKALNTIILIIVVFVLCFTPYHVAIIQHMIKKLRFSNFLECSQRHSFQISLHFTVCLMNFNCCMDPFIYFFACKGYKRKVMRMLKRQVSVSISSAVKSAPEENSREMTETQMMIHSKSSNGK
UBC13 inh – human UBC13 polyubiquitination inhibition | P61088 | UBC13 polyubiquitin chain formation, TR-FRET | inhibition, % at 20 µM | 330,000 tested, 0.47% active | AID 485273; in the data active means inhibition above about 45%, passing the limit was not always enough
Target sequence (P61088 whole entry, looked up): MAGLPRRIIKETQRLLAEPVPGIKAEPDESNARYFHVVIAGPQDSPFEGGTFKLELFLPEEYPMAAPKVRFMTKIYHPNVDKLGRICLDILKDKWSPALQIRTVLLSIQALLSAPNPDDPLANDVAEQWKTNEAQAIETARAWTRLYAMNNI
Jurkat NFkB inh – inhibitors of the PMA/ionomycin-induced NF-kB reporter in Jurkat cells; inhibition, % at 4 µM; 330,000 tested, 0.53% active; PMA/ionomycin-induced NF-kB luciferase reporter, luminescence; in the data active means inhibition above about 50%
CCR6 antag – CCR6 (human) receptor antagonism | CHO-K1 CCR6 PathHunter beta-arrestin, luminescence, CCL20-stimulated | P51684 | AID 493098 | inhibition, % at 20 µM | 340,000 tested, 0.49% active;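 active means compounds whose inhibition of the agonist-driven luminescence signal at 20 µM reaches about 50%, limit read from the data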;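 further: cells stimulated with CCL20 at 14 nM final; plate controls were DMSO with CCL20 for no effect and DMSO without agonist for full effect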
Target sequence (P51684 whole entry, looked up): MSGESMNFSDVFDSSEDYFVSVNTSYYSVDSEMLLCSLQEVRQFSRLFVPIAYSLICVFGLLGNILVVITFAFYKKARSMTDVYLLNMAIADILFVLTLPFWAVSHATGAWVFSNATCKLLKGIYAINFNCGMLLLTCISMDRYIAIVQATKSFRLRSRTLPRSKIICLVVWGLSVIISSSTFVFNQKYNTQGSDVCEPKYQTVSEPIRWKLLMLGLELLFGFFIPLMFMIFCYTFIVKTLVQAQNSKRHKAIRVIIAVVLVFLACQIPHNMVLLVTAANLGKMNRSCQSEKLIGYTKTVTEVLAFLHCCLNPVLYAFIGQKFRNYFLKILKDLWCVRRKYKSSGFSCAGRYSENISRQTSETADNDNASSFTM
APJ antag – blocks the human apelin receptor APJ | CHO-K1 APJ beta-arrestin complementation, luminescence | inhibition, % at 20 µM | 330,000 tested, 0.32% active;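 active means inhibition above about 40% at 20 µM, limit read from the data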;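 further: cells challenged with 10 nM apelin-13 agonist together with compound; plate controls were apelin-13 plus DMSO wells for no effect and DMSO wells lacking apelin-13 for full effect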
Gli-Sufu antag – blocks Gli-Sufu signaling in a luciferase reporter; Sufu-KO-LIGHT fibroblasts, Gli luciferase reporter luminescence; inhibition, % at 5 µM; 340,000 tested, 0.74% active; AID 588413;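 active means inhibition above about 55%, limit read from the data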;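 further: 0% = DMSO-treated cells and 100% = wells with medium but no cells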
Starred values were filed as active, the others as inactive; / = not tested or not shown.

No.	canonical_smiles	CXCR6 block	Jurkat NFkB inh	UBC13 inh	APJ antag	CCR6 antag	EBI2 antag	Gli-Sufu antag	697 NFkB inh
1	O=C(NCCc1ccccc1)c1ccc2nc3cc(Cl)ccc3c(=O)n2c1	5	-6	9	-1	6	8	5	12
2	CC1=C(c2ccccc2)[N+](=O)C2(CCCCC2)N1[O-]	-24	14	5	-41	-13	4	-4	1
3	CC(C)C(=O)c1cn(CC(=O)O)c2ccccc12	-10	2	4	-13	2	-4	31	-2
4	CC(C)(C)c1ccc(CSc2nnc(-c3ccccc3NC(=O)c3ccccc3)o2)cc1	0	3	5	9	1	-2	8	2
5	COC(=O)c1ccc2c(=O)n(Cc3ccc(C(=O)NC(C)C)cc3)c(=S)[nH]c2c1	8	5	2	-5	5	0	-1	-19
6	Cc1nn(-c2ccccc2)c(C)c1NC(=O)COC(=O)c1cc(Br)ccc1O	2	-3	7	-52	1	-2	1	4
7	CC(NC(=O)c1ccccc1)C(=O)NC1=NCCS1 (centres undefined)	-3	0	14	15	-1	0	1	28
8	CC(CCc1ccccc1)NCc1ccc(Cl)cc1Cl (centres undefined)	-4	-5	10	7	10	62*	16	1
9	COc1ccc(S(=O)(=O)Nc2cccc(F)c2)cc1C	2	3	-1	15	0	3	-2	1
10	COc1ccc(/C=C/C(=O)N2CCN(C)CC2)cc1OC	-8	7	-3	9	-4	-4	8	7

(next part)
No.	canonical_smiles	CXCR6 block	Jurkat NFkB inh	UBC13 inh	APJ antag	CCR6 antag	EBI2 antag	Gli-Sufu antag	697 NFkB inh
11	Cn1c(SCC(=O)NNC(=O)Cc2ccccc2)nnc1-c1ccccc1	-6	3	-1	-11	1	-13	-3	-5
12	S=c1[nH]nc(Cc2ccc(Cl)cc2)o1	-3	9	0	-13	-9	-2	6	19
13	Cc1cc(NC(=O)CSc2nnc(-c3ccco3)n2N)no1	7	0	-2	9	12	6	-1	-4
14	CCOC(=O)c1sc2nc(CC(=O)OC)nc(N3CCN(c4ccccn4)CC3)c2c1C	19	4	35	11	10	18	3	11
15	CCOc1ccc(S(=O)(=O)N2CCC(C(=O)N3CCc4ccccc4C3)CC2)cc1	-3	24	3	10	16	26	8	7
16	Cc1c(C)c2ccc(OCC(=O)N(C)C)c(C)c2oc1=O	-7	-6	0	4	-1	-6	1	-21
17	CC(C)[C@H](NC(=O)[C@@H]1Cc2ccccc2CN1)C(=O)Nc1ccc2c(c1)OCO2	1	-7	2	6	12	-5	-20	-3
18	COc1ccc(C)cc1S(=O)(=O)N1CCN(c2ccccc2)CC1	3	11	-5	11	-5	2	3	-5
19	COCc1c(C(=O)N2CCN(c3ncccn3)CC2)oc2ccccc12	-2	19	10	7	8	-5	9	-2
20	C#Cc1ccc2c(c1)COc1c3ccccc3nn1-2	1	-134	1	-39	8	12	-108	-131

Continued.
No.	canonical_smiles	CXCR6 block	Jurkat NFkB inh	UBC13 inh	APJ antag	CCR6 antag	EBI2 antag	Gli-Sufu antag	697 NFkB inh
21	Fc1ccccc1COc1cccc(/C=N/n2cnnc2)c1	-1	-7	1	-8	5	2	-8	-24
22	Cc1cc(C)n2c(SCc3ccc(C#N)cc3)nnc2n1	6	4	8	-3	-19	1	6	6
23	COC(=O)NNC(=S)Nc1ccc(Br)cc1	9	-1	-10	17	24	3	46	10
24	CC(=O)Nc1ccc(C(=O)OCC(=O)c2ccc(C)c([N+](=O)[O-])c2)cc1	-5	-20	-6	10	23	-6	7	-2
25	Cn1c(=O)c(NCCc2ccccc2)c2c3c(cccc31)C(=O)c1ccccc1-2	-2	-8	-191	13	24	16	-2	19
26	CCN(C(=O)CN1CCCCC1)c1c(N)n(Cc2ccccc2)c(=O)[nH]c1=O	12	10	0	-5	4	-5	1	20
27	Cc1cc(-c2nnc(CCC(=O)NCCc3ccccc3F)o2)no1	24	9	-3	16	9	9	-5	-43
28	CCOC(=O)N1CCN(C(=O)c2oc3ccc(S(=O)(=O)N4CC(C)CC(C)C4)cc3c2C)CC1 (centres undefined)	-4	22	4	-3	12	-12	17	-21
29	[O-]C1=N/[N+](=C/c2ccc(Cl)c(Cl)c2)CC1	1	10	0	3	-8	5	1	-11
30	COc1ccc(/C=C/C(=O)OCC(=O)N2CCN(S(=O)(=O)c3ccc(C)cc3C)CC2)cc1OC	6	/	/	/	9	9	-2	/

Continued:
No.	canonical_smiles	CXCR6 block	Jurkat NFkB inh	UBC13 inh	APJ antag	CCR6 antag	EBI2 antag	Gli-Sufu antag	697 NFkB inh
31	C=CCn1c(SCC(=O)Nc2ccc(N3CCOCC3)cc2)nc2ccccc2c1=O	-6	16	-11	12	-5	13	5	1
32	COc1ccccc1N1CCN(C2CC(=O)N(c3cccc(Br)c3)C2=O)CC1 (centres undefined)	-4	-22	2	-14	-6	-2	48	-16
33	N#CC1(NC(=O)COc2ccc3ccc(=O)oc3c2)CCCCC1	2	3	-3	-59	6	3	-3	28
34	Cc1c(CN2CCC(n3nccc3NC(=O)CCc3ccccc3)CC2)cnn1C	9	-10	-7	-9	-1	-5	2	-4
35	Cn1c(=O)c(=O)n(C)c2cc(S(=O)(=O)N3CCN(c4ccc(F)cc4)CC3)ccc21	-4	-3	-14	-6	3	0	4	-34
36	Cc1onc(-c2c(F)cccc2Cl)c1C(=O)OCN1C(=O)c2ccccc2C1=O	4	11	1	13	-3	3	4	-3
37	C[C@H]1CN=C(N(C)C)N1CC1CCCC1	-5	9	-5	6	7	-7	-11	19
38	CC1CCCCN1C(=O)CSc1nc2ccccc2[nH]1 (centres undefined)	0	-17	-2	-3	11	-12	2	-12
39	Cc1nnc(SCC(=O)NC2CCCCCC2)n1C	0	-6	-2	-7	4	-8	-4	15
40	Cc1ccc(-c2nnn(CC(=O)Nc3ccc4nn(-c5ccccc5)nc4c3)n2)o1	4	-11	2	14	15	6	1	-102

Later entries.
No.	canonical_smiles	CXCR6 block	Jurkat NFkB inh	UBC13 inh	APJ antag	CCR6 antag	EBI2 antag	Gli-Sufu antag	697 NFkB inh
41	COc1cc(S(=O)(=O)NCc2ccncc2)c(OC)cc1Br	-12	4	2	8	7	-12	4	2
42	Cc1ccc(OCC(=O)Nc2ccc(N3CCN(C(=O)c4ccc(C)cc4)CC3)cc2)cc1	-1	18	0	-14	12	57*	21	13
43	CCOc1ccc(CCNC(=O)COC(=O)c2sccc2C)cc1OCC	-2	3	5	14	10	9	-1	18
44	Nc1nc2c(s1)CC(c1ccccc1)CC2 (centres undefined)	-10	-21	8	-10	-3	3	-22	-8
45	CN(C)S(=O)(=O)c1ccc(N2CCCC2)c(C(=O)N2CCN(S(=O)(=O)c3cccc(F)c3)CC2)c1	4	-1	0	18	10	3	6	2
46	Cc1c(CNC(=O)c2c([N+](=O)[O-])cnn2C)cnn1C	-3	12	2	5	5	-9	2	18
47	CCCS(=O)(=O)N1CCCC(c2nc(-c3ccc(OC)cc3)no2)C1 (centres undefined)	-2	2	5	25	14	-5	-5	12
48	Cn1c(=O)n(C)c2cc(/C=C3/SC(=O)N(CC(=O)N4CCOCC4)C3=O)ccc21	-11	2	-9	6	9	-9	6	7
49	CC1CCN(C(=O)COc2ccc(S(=O)(=O)N3CCCC3)cc2)CC1	1	23	5	-3	5	2	-19	14
50	COc1ccc([C@@H]2CC=C(C(=O)O)[C@H](c3ccc(F)cc3)N2S(=O)(=O)c2ccc(Cl)cc2)cc1	5	-15	-28	-7	7	-2	-5	-2

Further entries follow:
No.	canonical_smiles	CXCR6 block	Jurkat NFkB inh	UBC13 inh	APJ antag	CCR6 antag	EBI2 antag	Gli-Sufu antag	697 NFkB inh
51	Cc1[nH]nc(Sc2ccccn2)c1[N+](=O)[O-]	1	12	-10	16	-13	-11	-9	-71
52	CC1(C)CC(=O)c2ccc(O)cc2O1	1	0	-3	-7	6	-1	8	19
53	CN(CC(=O)NC1CCCCCC1)S(=O)(=O)c1ccc(F)cc1	-7	-11	2	-1	-4	4	1	7
54	O=C(c1ccc([N+](=O)[O-])s1)N1CCc2ccccc21	-5	-14	-7	-55	-25	1	16	-15
55	O=S(=O)(Nc1cccc(-c2ccc3nncn3n2)c1)c1ccccc1F	-4	-16	-7	14	12	3	-8	18
56	Cc1ccc(Nc2nnc(SCC(=O)Nc3cc(C(=O)O)ccc3C)s2)c(C)c1	0	3	0	-10	3	-13	-2	8
57	COC(=O)c1ccc2[nH]c(C)cc(=O)c2c1	-13	15	14	11	-14	3	-54	25
58	O=C(C1CCCCC1)N1CCCc2ccccc21	6	-7	6	9	24	3	6	16
59	Cc1cccc(-c2nc(C#N)c(NCc3ccco3)o2)c1	3	-53	15	-7	4	0	6	-44
60	CCCn1c(SCC(=O)NNC(=O)c2ccccc2)nnc1-c1cccnc1	-5	2	-4	7	3	18	-42	14

Three of the entries above in order of their number in EBI2 antag, falling:
cpd	canonical_smiles	CXCR6 block	Jurkat NFkB inh	UBC13 inh	APJ antag	CCR6 antag	EBI2 antag	697 NFkB inh
60	CCCn1c(SCC(=O)NNC(=O)c2ccccc2)nnc1-c1cccnc1	-5	2	-4	7	3	18	14
55	O=S(=O)(Nc1cccc(-c2ccc3nncn3n2)c1)c1ccccc1F	-4	-16	-7	14	12	3	18
52	CC1(C)CC(=O)c2ccc(O)cc2O1	1	0	-3	-7	6	-1	19

The list goes on.
No.	canonical_smiles	CXCR6 block	Jurkat NFkB inh	UBC13 inh	APJ antag	CCR6 antag	EBI2 antag	Gli-Sufu antag	697 NFkB inh
61	CN(C(=O)CSc1nnc(C(F)(F)F)n1N)C1CCS(=O)(=O)C1 (centres undefined)	-5	4	-10	-21	-1	-3	0	1
62	Cc1ccc(NS(=O)(=O)c2cc(C(=O)NCc3ccccn3)ccc2Cl)cc1C	-3	13	8	5	4	4	7	-1
63	O=C(CN1CCN(c2ccccc2)CC1)Nc1ccccc1Cl	7	8	11	10	14	-12	-17	13
64	O=C(NCc1ccncc1)c1cc(C(=O)C2CCCCC2)c[nH]1	-2	7	-5	6	-5	0	1	17
65	Cc1ccc(C(C(=O)NC2CCCC2)N(C(=O)Cc2cccs2)c2ccc(C)c(C)c2)o1 (centres undefined)	18	-8	-6	16	19	18	5	10
66	O=C(c1cccs1)N1CCN(c2ncc(C(F)(F)F)cc2Cl)CC1	-7	8	1	0	8	-27	0	-24
67	COCCOC(=O)C1=C(C)NC2=C(C(=O)CCC2)C1c1ccc(N(C)C)cc1 (centres undefined)	6	8	-2	1	-16	5	45	6
68	CC(C)(CO)NCC#Cc1ccccc1	5	-9	0	-5	-1	-2	-5	-17
69	CC(=O)c1ccc(N2CCN(S(=O)(=O)c3ccccc3)CC2)c(F)c1	-1	2	-3	6	6	-10	0	22
70	O=C(/C=C/c1ccc(Br)o1)NCCCN1CCOCC1	-2	-1	3	8	3	1	0	6

(listing goes on)
No.	canonical_smiles	CXCR6 block	Jurkat NFkB inh	UBC13 inh	APJ antag	CCR6 antag	EBI2 antag	Gli-Sufu antag	697 NFkB inh
71	COC(=O)c1ccccc1NC(=O)[C@@H]1CCC(=O)N1C1OC(=O)c2c1ccc(OC)c2OC (some centres undefined)	-4	17	4	-24	0	-3	-1	16
72	Cc1cc(C)nc(/N=C(\N)Nc2ccc(C(C)C)cc2)n1	-5	36	2	-10	6	7	22	-39
73	COc1ccccc1N(CC(=O)Nc1c(C)n(C)n(-c2ccccc2)c1=O)S(=O)(=O)c1ccccc1	-10	/	/	/	-3	1	-3	/
74	COc1ccc(-c2nn(CCC#N)cc2C(=O)Nc2cccc(C(=O)O)c2)cc1OC	-3	8	2	-10	16	-10	-2	-9
